Screens from PubChem BioAssay.
All columns: NCI-60 one-dose screen, growth in % after 48 h at 10 µM unless noted; 100 = growth as untreated, 0 = no growth, -100 = all killed.
DU-145 = DU-145 prostate cancer; 81,000 tested, 4.2% active; AID 1794760
OVCAR-4 = OVCAR-4 ovarian cancer cells; 80,000 tested, 3.7% active; AID 1794784
OVCAR-3 = OVCAR-3 ovarian cancer; 79,000 tested, 7% active; AID 1794787
HCC-2998 = HCC-2998 colon cancer | 79,000 tested, 4.7% active
SW-620 = SW-620 colon cancer. 82,000 tested, 5.2% active
KM12 = KM12 colon cancer cells. 82,000 tested, 5% active. AID 1794800
OVCAR-8 = OVCAR-8 ovarian cancer; 81,000 tested, 4.4% active
OVCAR-5 = OVCAR-5 ovarian cancer | 82,000 tested, 2.9% active | AID 1794783
PC-3 = PC-3 prostate cancer cells; 80,000 tested, 3.9% active
Numbers without * were called inactive; . = no result given; & = joins results of further samples. How the source made its calls: active means growth percent below 10; inactive means the rest.

Preview, 12 compounds:
SMILES	DU-145	OVCAR-4	OVCAR-3	HCC-2998	SW-620	KM12	OVCAR-8	OVCAR-5	PC-3
CC(=O)Nc1nc(-c2n[nH]c(=S)n2-c2ccc(Cl)cc2)cs1	104	99	102	102	108	99	104	99	99
COc1cc(CCC(C)=O)ccc1O	114	101	108	94	104	104	104	105	96
COc1cc(C)ccc1Oc1nc(Nc2ccc(N3CCOCC3)cc2)ncc1N=Cc1cc(C(F)(F)F)cc(C(F)(F)F)c1	84	71	76	92	81	55	63	76	77
O=C(NCc1cccc(Cl)c1)C1=NOC(Cc2nc3ccccc3o2)C1 (stereo not drawn)	111	107	104	106	103	96	98	102	.
O=C1NC(=O)C(c2coc3cc(Br)ccc23)=C1c1c[nH]c2ccccc12	65	78	20	108	35	32	52	87	67
COc1cc(-c2c3c(cn2CCN2CCOCC2)-c2oncc2CC3)cc(OC)c1OC	114	107	114	106	101	111	110	88	95
Cc1nn(-c2ccccc2)c2ncn(/N=C/c3cccc([N+](=O)[O-])c3)c(=N)c12	114	105	120	106	107	101	103	103	110
COc1cc(/C=C2\C(=O)N(c3c(Cl)cccc3Cl)c3ccccc32)cc(OC)c1OCCCCn1c2ccccc2c(=O)c2ccccc21	101	92	94	109	98	94	103	97	89
COc1ccc(NC2=C(I)C(=O)c3ncccc3C2=O)cc1	-84*	-88*	-10*	48	-61*	15	8.5*	-63*	12
FC(F)(F)c1cccc(-c2cn3cc(Cl)sc3n2)c1	107	100	95	113	99	97	93	78	92
COc1c(Br)cc(C(=O)c2ccccc2C(=O)c2cc(Br)c(OC)c(Br)c2)cc1Br	114	102	110	112	105	95	101	97	92
N=c1oc2ccccc2cc1-c1nc(-c2cc3cc(Br)ccc3o2)cs1	107	95	105	95	101	96	88	92	82

The list itself, from the start:
SMILES	DU-145	OVCAR-4	OVCAR-3	HCC-2998	SW-620	KM12	OVCAR-8	OVCAR-5	PC-3
CC(=O)Nc1nc(-c2n[nH]c(=S)n2-c2ccc(Cl)cc2)cs1	104	99	102	102	108	99	104	99	99
COc1cc(CCC(C)=O)ccc1O	114	101	108	94	104	104	104	105	96
COc1cc(C)ccc1Oc1nc(Nc2ccc(N3CCOCC3)cc2)ncc1N=Cc1cc(C(F)(F)F)cc(C(F)(F)F)c1	84	71	76	92	81	55	63	76	77
O=C(NCc1cccc(Cl)c1)C1=NOC(Cc2nc3ccccc3o2)C1 (stereo not drawn)	111	107	104	106	103	96	98	102	.
O=C1NC(=O)C(c2coc3cc(Br)ccc23)=C1c1c[nH]c2ccccc12	65	78	20	108	35	32	52	87	67
COc1cc(-c2c3c(cn2CCN2CCOCC2)-c2oncc2CC3)cc(OC)c1OC	114	107	114	106	101	111	110	88	95
Cc1nn(-c2ccccc2)c2ncn(/N=C/c3cccc([N+](=O)[O-])c3)c(=N)c12	114	105	120	106	107	101	103	103	110
COc1cc(/C=C2\C(=O)N(c3c(Cl)cccc3Cl)c3ccccc32)cc(OC)c1OCCCCn1c2ccccc2c(=O)c2ccccc21	101	92	94	109	98	94	103	97	89
COc1ccc(NC2=C(I)C(=O)c3ncccc3C2=O)cc1	-84*	-88*	-10*	48	-61*	15	8.5*	-63*	12
FC(F)(F)c1cccc(-c2cn3cc(Cl)sc3n2)c1	107	100	95	113	99	97	93	78	92
COc1c(Br)cc(C(=O)c2ccccc2C(=O)c2cc(Br)c(OC)c(Br)c2)cc1Br	114	102	110	112	105	95	101	97	92
N=c1oc2ccccc2cc1-c1nc(-c2cc3cc(Br)ccc3o2)cs1	107	95	105	95	101	96	88	92	82
CN(C)c1ccnc(NCCCSC(c2ccccc2)(c2ccccc2)c2ccccc2)c1	46	33	50	12	8.9*	47	59	85	7.7*
O=[N+]([O-])c1ccc(/C=N/c2nnc(-c3ccccc3)o2)cc1	108	108	112	100	105	100	103	101	93
Cn1c(O)c(C(/C=C/c2ccccc2)=NCCN=C(/C=C/c2ccccc2)c2c(O)n(C)c(=O)n(C)c2=O)c(=O)n(C)c1=O	62	83	79	91	93	67	75	93	66
Cc1c(CCO)c(=O)oc2cc(OCC(O)CNC(C)C)ccc12 (stereo not drawn)	105	110	98	98	97	93	98	.	98
COc1ccc(C2=CC(c3cc(OC)c(OC)c(OC)c3)NC(=O)N2)cc1OC (stereo not drawn)	-17*	19	-24*	19	17	-27*	19	35	51
NCCCCn1c(SCCc2c[nH]c3ccccc23)nnc1-c1ccc2ccccc2n1	43	-11*	10	-90*	-73*	13	-9.1*	26	2.8*
CCCC(CCC)NCC(C)O (stereo not drawn)	107	98	112	98	104	107	97	99	96
CC(=O)Nc1ccc2c(c1)Cc1c-2cc(Br)c(N)c1Br	118	93	114	96	102	87	101	111	92
Clc1ccc(Cl)c(Nc2nc3ccccc3s2)c1	110	.	100	122	105	102	116	141	95
NC(=O)c1cc(Sc2ccccc2)nc2ccccc12	114	107	111	104	108	102	97	102	90
N=c1scc(-c2ccc(Cl)cc2)n1CC(=O)N1CCOCC1	104	82	108	100	103	106	101	113	79
S=C(Nc1ccccc1)Nc1ccc(Nc2ncnc3sc4c(c23)CCOC4)cc1	98	89	95	97	95	82	83	83	69
CCOC(=O)C1=C(C)Nc2nc3ccccc3n2C1c1cccs1 (stereo not drawn)	106	101	121	112	102	101	101	105	93
COc1ccc(-c2nnc(CNc3ccc(F)cc3)o2)cc1OC	108	91	94	109	95	91	89	99	56
CCCCC(CC)CNC(=O)/C=C/c1ccc(OC)cc1 (stereo not drawn)	89	105	108	93	98	102	102	98	98
Cc1ccc2cc3c(N)c4c(C)ccc(C)c4nc3nc2c1	81	73	81	62	11	70	34	90	64
Cc1ccc2c(c1)=C/C(=C\c1cc(-c3ccccc3)[nH]c1O)C(=O)N=2	62	60	16	57	33	28	51	79	61
Cc1ncc(C[n+]2csc(CCOC(=O)C(Cl)Cl)c2C)c(N)n1	107	104	108	119	105	105	99	111	111
Nc1nc(SCc2ccccc2)c2ncn(C3CCCCC3)c2n1	105	88	117	99	105	101	93	106	90
C#CCNN1C(=Nc2ccccc2)NC(=O)/C1=C\c1ccc(OC)cc1	113	102	112	102	107	113	100	101	102
COc1ccc(O)c(/C(=C/C(=O)O)c2nc(-c3ccccc3)c(-c3ccccc3)[nH]2)c1	100	77	85	92	106	84	93	109	69
CCOC(=O)c1c(N)sc(-c2nc3ccccc3s2)c1C	102	90	108	103	103	97	94	105	82
c1cncc(-c2nc(N3CCOCC3)c3c4c(sc3n2)CCCCCC4)c1	106	69	92	87	103	91	96	96	72
Cc1cccc(N2CCN(C(C)C(N)=O)CC2)c1 (stereo not drawn)	.	109	111	108	107	115	102	107	101
Cn1cc(-c2cc3nc(-c4cn(C)c5ncc(Br)cc45)cc(N)n3n2)c2cc(Cl)ccc21	-58*	-59*	-54*	-99*	-81*	-58*	-54*	-81*	-62*
COc1ccc(-c2nn(-c3cccc(NC(=O)c4ccc5c(c4)OCCO5)c3)cc2-c2ccncc2)cc1Cl	40	49	5.0*	46	18	9.4*	30	43	10
CC(C)(CCO)c1ccccc1	109	120	106	100	107	107	107	104	99
CNc1c(C)cccc1C	113	116	112	104	106	111	109	114	104
Nc1nc(N[C@@H]2C[C@H](CO)[C@@H](O)[C@H]2O)nc(=O)[nH]1	117	107	115	107	102	110	101	103	102
C#CCn1cccc1/C=C1\SC(=S)NC1=S	104	95	102	100	99	94	99	114	.
CC1CN(CCCN)C(C)CN1CCCN (stereo not drawn)	113	120	104	101	104	104	93	102	85
COc1ccc2c(c1)oc1c(C)c3c(c(C)c12)C(=O)N(O)C3=O	102	110	107	93	96	93	98	106	87
O=C(Nc1cc(Br)ccn1)c1cc2cc(Nc3nc(-c4ccccc4)nc4ccccc34)ccc2oc1=O	111	111	113	93	104	102	103	115	94
FC(F)(F)c1cc(-c2nnc3n2N=C(Cl)CS3)cc(C(F)(F)F)c1	112	123	116	.	90	109	.	114	96
CCOC(=O)C1C(=O)N(c2ccccc2CC)C(=O)C(C#N)=C1c1ccc(Cl)cc1 (stereo not drawn)	95	100	93	69	104	80	86	95	76
CCCCCCCCCC(=O)N(CCCC)CCCC	109	93	115	102	119	113	120	97	101
CCCCCC1C(C)=CC(C)=C(C)C1(C)C[N+](C)(C)C (stereo not drawn)	96	100	79	81	106	87	95	92	72
N#CC(C#N)c1ccnc2ccccc12	103	94	99	106	95	99	92	100	77

Further structures.
SMILES	DU-145	OVCAR-4	OVCAR-3	HCC-2998	SW-620	KM12	OVCAR-8	OVCAR-5	PC-3
NS(=O)(=O)c1cccs1	108	116	104	103	109	101	112	104	101
N#CCCN(C(=S)Nc1cccc(C(F)(F)F)c1)C1CCCCC1	118	93	95	111	103	96	90	104	91
CCCCCCCCn1c(=N)c(S(=O)(=O)c2ccccc2)cc2c(=O)n3ccccc3nc21	101	46	95	107	88	101	76	115	83
O=C(COc1ccc(C2SCC(=O)N2c2ccc(F)cc2)cc1)c1ccccc1 (stereo not drawn)	104	110	114	106	116	92	94	107	79
C=C1C(=O)O[C@@H]2C[C@@H](C)/C=C\C(=O)[C@](C)(OC(C)=O)C[C@H](OC(=O)/C(C)=C\C)[C@@H]12	3.8*	18	-23*	.	-29*	12	-16*	-30*	1.3*
CCOC(=O)C(Cc1ccccc1Cl)n1cc(-c2ccccc2)nn1 (stereo not drawn)	109	110	105	106	100	102	92	106	92
Cc1cc(C)c2[nH]c(=O)c3c4ccccc4[nH]c3c2c1	100	97	.	106	98	96	96	103	89
CSc1nc(N)c(C(=O)NC2CCCCC2)s1	125	98	122	105	96	111	101	99	104
CCN(CCNc1ccc(C)c2sc3cc(Cl)ccc3c(=O)c12)CC(C)(C)O	87	73	92	40	82	40	86	70	81
COc1ccc(COc2ccc(Nc3ncnc4onc(-c5ccccc5)c34)cc2)cc1	107	97	109	92	100	100	94	101	94
CCOC(=O)c1c(Nc2ccccc2)nn2c(-c3cccs3)ccnc12	85	92	.	100	89	82	92	90	81
CC1(C)OC(=O)C(=Cc2cccc(Cl)c2)C(=O)O1	110	108	105	108	99	110	93	100	97
Cc1ccnc2ccc(O)cc12	111	111	113	106	102	110	101	.	103
O=[N+]([O-])c1ccc(O)c(/C=N\Nc2ccc(S(=O)(=O)O)cc2)c1	113&116	114	115&109	110&102	106&111	113&102	90&100	96&98	88&99
COc1ccc(/C=C(/C2=NCCN2)n2cnc3ccccc32)cc1	103	100	.	100	104	102	99	102	88
Cc1[nH]c(-c2nc3ccccc3[nH]2)c(C)c1C(=O)NC(C)C1CCCCC1 (stereo not drawn)	99	92	90	98	93	84	97	94	79
C=C(c1ncc(C(=O)O)cn1)c1cc2c(cc1C)C(C)(C)CCC2(C)C	110	93	104	107	103	100	97	107	85
COc1ccc(/C(=N\N)C(=O)c2ccccc2)cc1 (tested in a mixture with another compound)	108	96	102	98	107	102	103	97	91
CCOC(=O)c1c(NC(=O)c2ccc(C(F)(F)F)cc2)sc2c(CN3CCN(C)CC3)c(O)ccc12	-39*	-54*	-69*	-75*	-71*	-21*	-56*	-53*	-79*
c1ccc(C2=Nc3ccccc3SC2)cc1	.	92	99	104	95	98	101	99	66
O=C(Nc1nc(-c2ccccc2)cs1)c1cc(-c2ccc(Cl)cc2)nc2ccccc12	82	80	67	80	61	64	45	94	44
CC(=O)Nc1ccc(S(=O)(=O)O)c(OC(C)=O)c1	120	121	123	105	106	107	105	95	94
O=C(O)c1ccc(-n2cc(/C=N/Nc3ccc(Br)cc3)c(-c3cc4ccccc4oc3=O)n2)cc1	93	100	86	93	99	85	94	94	86
O=C(/C(=N/O)S(=O)(=O)c1ccccc1)c1ccc(Cl)cc1	110	119	108	104	120	100	106	110	105
CCOc1ccc(/C=C2\SC(=S)N(N3CCOCC3)C2=O)cc1OC	112	106	108	99	108	105	94	104	96
O=S1(=O)OC(c2ccc(O)c(Cl)c2)(c2ccc(O)c(Cl)c2)c2ccccc21	103	100	116	103	100	103	87	97	78
COc1ccc(N=C2NN=C(c3ccc(F)cc3)CS2)cc1OC	103	103	97	98	99	99	105	86	93
CC1=C2C3OC(=O)C(C)C3CCC2(C)C=C(Br)C1=O (stereo not drawn)	.	.	108	100	98	110	101	100	96
OCCN1CCN(CCO)C1=S	120	116	119	.	107	112	110	103	97
COc1ccc(C2CC(c3ccco3)=NN2c2ccc(S(=O)(=O)NC(=O)NCc3ccccc3)cc2)cc1 (stereo not drawn)	108	97	113	109	104	105	98	102	92
O=C1/C(=C/c2ccc(F)cc2)Sc2c(Br)cccc21	100	82	86	99	89	86	65	101	70
CCC[N+](CCC)(CCC)Cc1ccccc1	119	124	112	101	107	112	92	101	94
NC(=O)c1cccnc1	122	105	113	94	105	115	95	110	93
COc1ccc(-c2cc(-c3ccc(C)cc3)nc(NC(=O)c3cccnc3)n2)cc1	104	110	109	116	103	105	107	98	81
CCNC(=O)NCC	110	102	112	109	99	114	97	100	93
O=C1CCN2C(=O)Nc3ccccc3C2C1 (stereo not drawn)	112	98	111	100	100	106	105	90	95
C(=C\c1ccco1)/c1ccco1	107	101	96	108	106	110	103	104	94
CCc1ccc(NC(C)=O)cc1	117	106	118	109	107	118	103	90	71
O=C(COc1ccc(NC(=O)Nc2ccccc2)cc1)N=Nc1c(O)[nH]c2ccc([N+](=O)[O-])cc12	34	7.4*	-77*	-48*	4.1*	-62*	-30*	61	2.2*
CC(C)=CCc1cc(O)c(O)c2oc3cc(O)cc(O)c3c(=O)c12	56	63	67	104	62	60	51	75	69
CC(=O)NNC(=O)c1ccccn1	106	95	115	111	101	121	98	100	.
